# From PubChem
# V1R ag counter: V1a receptor agonism, counter-screen for OXTR agonists. P37288. CHO-V1R cells, Fluo-8 calcium fluorescence, agonist mode; 0% DMSO, 100% 3 nM vasopressin. activation, % at 3 µM. 0.25% of 320,000 active. AID 2797;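 active = activation above the mean activation of all tested compounds plus 3 SD, per screening run, cut at about 20% in these data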;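 also: signal is peak over basal fluorescence ratio across a 100 second FLIPR read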
# OXTR agonist: human OXTR agonism | 0.32% of 320,000 active | AID 2435 | activation, % at 3 µM | CHO-OTR cells, Fluo-8 calcium fluorescence; normalized: DMSO 0%, oxytocin 100%;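 active = activation above the mean of all tested compounds plus 3 SD, cutoff set per screening run, cut at about 20% in these data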;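 also: peak over basal fluorescence ratio from a 100 s FLIPR kinetic read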
# Target sequence (P30559 whole entry, looked up): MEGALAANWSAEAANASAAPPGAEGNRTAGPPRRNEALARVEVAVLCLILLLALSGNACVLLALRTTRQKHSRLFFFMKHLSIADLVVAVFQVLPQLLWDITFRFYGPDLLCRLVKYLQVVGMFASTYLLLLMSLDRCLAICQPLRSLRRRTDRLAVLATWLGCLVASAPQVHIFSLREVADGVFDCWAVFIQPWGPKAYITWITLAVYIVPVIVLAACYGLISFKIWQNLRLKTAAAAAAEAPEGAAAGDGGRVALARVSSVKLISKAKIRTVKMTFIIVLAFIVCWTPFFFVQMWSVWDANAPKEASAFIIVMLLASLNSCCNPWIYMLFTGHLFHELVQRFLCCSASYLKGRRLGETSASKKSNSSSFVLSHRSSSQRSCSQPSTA
# GalR3 antagonist: human GalR3 antagonism. O60755. HEK293 GalR3-CNG cAMP membrane potential fluorescence; galR3 body fused to GalR1 C-terminus. inhibition, % at 3 µM. 0.44% of 360,000 active;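 active = inhibition above the screen-wide average plus 3 SD, cut at about 13% in these data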;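 also: forskolin and galanin both at EC90 stimulate the cells; cAMP rise reported by CNG channel membrane potential dye signal; 0% = forskolin plus galanin with DMSO and 100% = forskolin alone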
# Target sequence (O60755 1-299 limits assumed): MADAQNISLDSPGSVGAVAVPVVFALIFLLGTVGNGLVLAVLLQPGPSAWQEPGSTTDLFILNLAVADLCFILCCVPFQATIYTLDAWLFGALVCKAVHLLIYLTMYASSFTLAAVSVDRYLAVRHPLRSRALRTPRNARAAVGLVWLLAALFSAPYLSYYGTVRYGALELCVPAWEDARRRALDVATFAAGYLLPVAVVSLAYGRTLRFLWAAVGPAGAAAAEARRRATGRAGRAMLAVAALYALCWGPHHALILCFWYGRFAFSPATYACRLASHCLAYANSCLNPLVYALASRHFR
# Numbers without * were called inactive.
entry	compound	V1R ag counter	OXTR agonist	GalR3 antagonist
1	O=C(Nc1nc2ccc(F)cc2s1)C1CC(=O)N(c2ccc3c(c2)OCCO3)C1 (centres undefined)	2.6	7.8	-0.4
2	CCOC(=O)[C@H]1[C@H]2COc3ccc(C)cc3[C@@H]2N2C(=O)c3cc(Br)ccc3NC(=O)[C@@]12C	0.8	1.1	-3.0
3	O=C1NC[C@@H](c2ccccc2)OC(=O)[C@@H](Cc2ccc(F)cc2)CC/C=C/C[C@@H]1CC(=O)N(CCO)Cc1ccccc1	1.1	0.0	-7.6
4	Cc1cc(OCC(=O)OCC(=O)NCc2cccs2)ccc1Cl	10.3	8.7	-5.0
5	COc1ccc(N2CCN(C(=O)COC(=O)c3ccc(Cl)nc3)CC2)cc1	2.7	1.9	-3.2
6	COc1cccc(NC(=O)CN(C)C(=O)c2cc3c(s2)CCC(C)C3)c1 (centres undefined)	-1.3	-2.9	4.7
7	Cc1ccccc1OCCOC(=O)c1cc(S(=O)(=O)N2CCCCC2)ccc1N1CCOCC1	1.2	1.6	-6.5
8	Cc1ccc2c(Cl)cc(Cl)c(OCC(=O)N3CCOCC3)c2n1	-0.3	-0.6	-1.2
9	CCCCN1C(=O)c2cccc3cc(O)cc(c23)C1=O	2.6	2.2	-0.9
10	CN(CC(=O)Nc1cccc(F)c1)C(=O)CC1CCCCC1	-0.8	-1.0	-5.7
11	CCOC(=O)Cc1csc(NC(=O)CSc2nc(=O)[nH]c3c2CCCC3)n1	0.4	-0.3	-4.2
12	COC(=O)c1c(-c2ccc(S(C)(=O)=O)cc2)sc2cc(OC)ccc12	3.8	5.5	-5.8
13	CN(CC(=O)Nc1ccc(F)cc1)CC(=O)N(C)C1(C#N)CCCCC1	0.5	0.2	1.4
14	Cc1ccc(S(=O)(=O)NCC(=O)OCC(=O)NCCc2ccccc2)cc1	-0.7	0.0	4.0
15	CCN(c1ccccc1)S(=O)(=O)c1ccc(C(=O)N2CC(C)CC(C)C2)cc1 (centres undefined)	0.2	-1.1	-3.3
16	N#Cc1cccc2cccc(S(=O)(=O)N3CCOCC3)c12	1.3	1.6	-2.4
17	C=CC(=O)OCCOCCOCCOCCOC(=O)C=C	1.2	1.2	5.1
18	Cc1ccnc(NC(=O)C2CCN(S(=O)(=O)c3ccc4ccccc4c3)CC2)c1	0.0	-1.2	-3.2
19	O=C(CN1C(=O)c2ccccc2C1=O)OCC(=O)c1ccc(F)cc1	1.0	0.9	-0.3
20	CC(Sc1ncccn1)C(=O)NC1CCCC1 (centres undefined)	-0.2	1.0	-2.2
21	O=C(COc1coc(CN2CCN(c3ccccc3F)CC2)cc1=O)N1CCc2ccccc21	-0.4	-0.9	-2.3
22	Cc1ccc(S(=O)(=O)N2CCC(C(=O)OCC(=O)N(CCC#N)c3ccc(F)cc3)CC2)cc1C	-1.1	-0.4	5.3
23	Cn1nnnc1Sc1ncnc2scc(-c3ccc4c(c3)OCO4)c12	-0.1	-0.7	-3.2
24	O=C(CCN=C1NS(=O)(=O)c2ccccc21)OCC(=O)c1ccccc1	2.3	2.6	1.8
25	O=C(NCC(c1ccco1)N1CCN(c2ccccc2F)CC1)C1CCCCC1 (centres undefined)	-1.0	-2.5	0.8
26	Cn1cnnc1SCC(=O)c1ccc2c(c1)NC(=O)CO2	-0.2	0.3	-6.1
27	CC(Sc1nc2ccccc2c(=O)n1C)C(=O)N(C)C1CCCCC1 (centres undefined)	9.1	7.2	-6.2
28	CC(=O)c1c(C)[nH]c(C(=O)OCc2cc(=O)n3cc(Br)ccc3n2)c1C	0.5	1.5	-3.1
29	O=C(COC(=O)Cc1c[nH]c2ccccc12)NCCc1ccccc1	0.6	0.6	-4.4
30	Cc1ccc(NC(=O)COC(=O)Cn2cnc3ccccc32)c(C)c1	1.4	2.3	-1.1
31	CCCCN(C(=O)c1c(CC)noc1C)c1c(N)n(CC(C)C)c(=O)[nH]c1=O	0.3	0.5	-7.5
32	CCN(CC)c1ccc(C(=O)OCC(=O)Nc2cc(C)on2)cc1	0.5	4.4	-5.7
33	O=C1CC(NS(=O)(=O)c2cccs2)CN1c1cccc(F)c1 (centres undefined)	-0.9	-0.3	-3.6
34	COc1cccc(OCCNc2ccc([N+](=O)[O-])cn2)c1	-0.3	0.6	-7.9
35	NC(=O)c1ccc(SCC(=O)OCC(=O)N2CCCCC2)c([N+](=O)[O-])c1	0.8	-0.2	-4.2
36	COC(=O)c1c(C)[nH]c(C(=O)COC(=O)c2c(C)noc2C)c1C	1.7	1.5	-2.4
37	O=C(COC(=O)c1ccc2ncsc2c1)Nc1cc([N+](=O)[O-])ccc1Cl	3.0	2.8	-6.6
38	COc1ccc(NC(=O)CN(C)C(=O)c2ccc(N3CCCCC3)c([N+](=O)[O-])c2)cc1	4.5	1.2	1.9
39	Cc1cc(NC(=O)C(C)SCC(=O)N(Cc2ccccc2)c2ccccc2)no1 (centres undefined)	-1.1	-2.1	-3.3
40	COc1cccc(CN(C)C(=O)c2cc(S(=O)(=O)NC3CCCCC3)ccc2C)c1OC	4.0	4.2	-0.4
41	Cc1ccc(C(=O)NNC(=O)c2ccc3c(c2)OCCO3)cc1	-0.4	0.2	-4.5
42	Cc1ccc(C)c(C(=O)COC(=O)c2n[nH]c3ccccc23)c1	0.8	0.6	-5.2
43	Cc1ccc(CNC(=O)c2cccnc2)cc1	0.0	1.2	-5.4
44	Cc1c(NC(=S)NC(=O)c2ccc(Cl)cc2)c(=O)n(-c2ccccc2)n1C	-1.2	-0.8	0.8
45	COc1ccc(CCNC(=O)c2cccnc2Cl)cc1OC	0.2	0.3	2.8
46	CCC(=O)N(c1nnc(SCC(=O)Nc2ccc(N3CCOCC3)cc2)s1)C1CC1	0.8	1.4	-5.7
47	COc1ccc(OC)c(-c2cc(C(=O)Nc3ccccc3C(N)=O)c3ccccc3n2)c1	1.7	-0.4	-0.3
48	CCOc1ccc(C(=O)NNC(=O)c2cc(S(=O)(=O)N3CCOCC3)ccc2Cl)cc1	1.1	-0.3	-5.0
49	O=c1oc2ccc(C#CC3(O)CCCCC3)cc2cc1-n1cc(C2(O)CCCCC2)nn1	6.0	8.6	-6.2
50	COc1cc(CC(=O)NNC(=O)c2cccs2)cc(OC)c1OC	-0.2	0.4	1.1
51	COC(=O)[C@@H]1C[C@@H](c2ccccc2)[C@H](C)C1(C)C	-0.1	-0.1	1.2
52	Cc1noc(C)c1NC(=O)N(C)C[C@H]1Oc2ccc(NS(=O)(=O)c3cn(C)cn3)cc2C(=O)N([C@H](C)CO)C[C@@H]1C	0.8	0.7	-2.0
53	CC(CC(=O)NNC(=O)c1ccncc1)c1ccccc1 (centres undefined)	-0.1	0.6	-3.1
54	Cc1ccc(C)c(-n2ccnc2SCC(=O)c2c(N)n(C3CC3)c(=O)[nH]c2=O)c1	0.8	1.0	-1.6
55	O=S(=O)(Nc1nc2ccccc2nc1N1CCN(CCO)CC1)c1cc(F)ccc1F	0.5	-0.1	1.4
56	Cc1nn(CC(=O)N(C)C2(C#N)CCCCC2)c(C)c1[N+](=O)[O-]	0.9	0.2	-2.6

# Further structures:
entry	compound	V1R ag counter	OXTR agonist	GalR3 antagonist
57	CNc1snc(C)c1C(=O)OC(C)C(=O)Nc1ccc(F)cc1 (centres undefined)	4.9	3.7	-6.9
58	COc1ccc(S(N)(=O)=O)cc1C(=O)OCC(=O)NC(C)(C#N)C1CC1 (centres undefined)	0.1	0.1	-5.6
59	Cc1csc(SCC(=O)Nc2cc([N+](=O)[O-])ccc2F)n1	7.5	-0.7	-2.9
60	CCN(CC)C(=O)c1[nH]cnc1C(=O)Nc1cccc(Cl)c1	-0.7	-0.3	1.1
61	O=C1C=C(c2cc(C(F)(F)F)cc(C(F)(F)F)c2)C[C@@H](c2ccc3c(c2)OCO3)C1	0.1	-0.8	-4.4
62	CCOc1ccc(S(=O)(=O)N2CN(c3cccc(C(C)=O)c3)c3nc4ccccc4nc32)cc1	2.9	0.1	8.1
63	O=C(COC(=O)CCCOc1ccccc1)NC1CCS(=O)(=O)C1 (centres undefined)	-0.9	1.5	-4.9
64	O=C(CN1CCN(S(=O)(=O)c2ccccc2)CC1)Nc1ccnn1C1CCCC1	1.9	1.7	-4.7
65	Cc1cccc(-n2nnnc2SCC(=O)NC2CCCC2)c1	1.1	0.0	-4.9
66	CCCCN(C(=O)c1cccc(S(=O)(=O)N(C)c2ccc(C)cc2)c1)c1c(N)n(CCCC)c(=O)[nH]c1=O	0.9	-0.1	5.9
67	COc1ccc(CCN(C)C(=O)CN2C(=O)NC3(CCCCC3C)C2=O)cc1OC (centres undefined)	0.2	-0.4	-0.9
68	CC(=O)O[C@H]1CC[C@@]2(C)[C@@H](CC[C@@H]3[C@@H]2CC[C@]2(C)[C@@H](C(C)(C)O)C[C@@H]32)C1	0.5	0.5	-0.8
69	O=C1CC2(CCN(C(=O)c3ccccc3Cl)CC2)Oc2ccccc21	1.4	1.2	-4.1
70	CN(CC(=O)Nc1ccc(F)cc1)C(=O)c1cn(-c2ccccc2)nc1-c1cccs1	4.1	2.4	-4.9
71	COc1ccc(CC(=O)Nc2sccc2C#N)cc1S(=O)(=O)N1CCOCC1	0.5	0.6	-3.6
72	O=C(NNC(=O)c1cccc(S(=O)(=O)Nc2ccc(Cl)cc2)c1)c1ccc(=O)[nH]c1	-0.4	-0.3	-1.9

# Fetched by compound from the entries so far (4):
entry	compound	V1R ag counter	OXTR agonist	GalR3 antagonist
65	Cc1cccc(-n2nnnc2SCC(=O)NC2CCCC2)c1	1.1	0.0	-4.9
71	COc1ccc(CC(=O)Nc2sccc2C#N)cc1S(=O)(=O)N1CCOCC1	0.5	0.6	-3.6
69	O=C1CC2(CCN(C(=O)c3ccccc3Cl)CC2)Oc2ccccc21	1.4	1.2	-4.1
67	COc1ccc(CCN(C)C(=O)CN2C(=O)NC3(CCCCC3C)C2=O)cc1OC (centres undefined)	0.2	-0.4	-0.9

# The list continues:
entry	compound	V1R ag counter	OXTR agonist	GalR3 antagonist
73	CCCCn1c(N)c(N(CCC(C)C)C(=O)c2ccc(C)c(S(=O)(=O)N3CCOCC3)c2)c(=O)[nH]c1=O	-1.2	0.2	-4.0
74	O=[N+]([O-])c1cccnc1Sc1ccc(Br)cc1	-1.1	-1.6	0.3
75	COc1ccc(-c2csc3ncnc(N4CCN(S(=O)(=O)c5cccc(Br)c5)CC4)c23)cc1	-0.9	-1.9	-1.0
76	Cc1ccc(S(=O)(=O)CCC(=O)OCC(=O)NCCc2ccc(S(N)(=O)=O)cc2)cc1	0.3	0.6	-5.1
77	O=C(CN1C(=O)NC2(CCCC2)C1=O)NCCN1C(=O)S/C(=C\c2ccccc2F)C1=O	0.9	-1.5	-2.3
78	CCOc1ccc(C2=Nn3c(CC)nnc3SC2)cc1	-0.5	-2.9	-4.0
79	O=C(COC(=O)c1ccc(OC(F)(F)F)cc1)Nc1ncccn1	1.8	1.2	-0.2
80	COc1ccc(NS(=O)(=O)c2ccc(C)c(C(=O)N3CCC3)c2)cc1	-0.1	-0.1	-5.6
81	NS(=O)(=O)c1cc(C(=O)OCC(=O)N2CCc3ccccc3C2)ccc1Cl	1.5	2.2	-3.3
82	CCc1noc(C)c1C(=O)Nc1nc(-c2ccccc2)cs1	-0.9	-1.9	-3.8
83	CCn1nc(C(=O)Nc2ccc(N3CCOCC3)cc2)c2ccccc2c1=O	0.0	-0.7	-5.2
84	CCN(CC(=O)Nc1ccc(NC(C)=O)cc1)C(=O)C1CCC1	0.2	-0.1	-6.4
85	O=C(COC(=O)/C=C/c1ccccc1)NC1CCCCC1	-0.3	-0.4	-5.0
86	COc1ccc(C(=O)N2CCN(c3ccc(F)cc3)CC2)cc1S(=O)(=O)NC1CC1	0.7	1.5	-4.8
87	Cc1ccc(NC(=O)CSc2ccc(Br)cc2)cc1S(=O)(=O)N1CCOCC1	4.1	3.1	-3.0
88	COc1ccc(NC(=O)CSc2nnc(N)s2)cc1S(=O)(=O)N1CCCCC1	0.9	-0.2	-2.8
89	C[C@@H]1CC[C@]2(C(=O)O[C@@H]3O[C@H](CO)[C@@H](O)[C@H](O)[C@H]3O)CC[C@]3(C)C(=CCC4[C@@]5(C)C[C@@H](O)[C@H](O)[C@@](C)(C(=O)O[C@@H]6[C@H](O)C[C@@]7(C)C(CC[C@]8(C)C7CC=C7[C@H]9[C@](C(=O)O[C@@H]%10O[C@H](CO)[C@@H](O)[C@H](O)[C@H]%10O)(CC[C@@H](C)[C@@]9(C)O)CC[C@]78C)[C@@]6(CO)C(=O)O)C5CC[C@]43C)[C@@H]2[C@]1(C)O (some centres undefined)	1.1	0.5	-7.8
90	Cc1ccccc1Nc1nc(N)nc(COC(=O)c2c(C)noc2C)n1	-0.2	0.1	-2.4
91	O=C(Nc1ccc(F)cc1Cl)C1=COCCO1	-0.4	-1.2	-2.1
92	Cc1ccc(NC(=O)CNc2cccc(Br)c2)cc1S(=O)(=O)N1CCOCC1	9.5	13.7	-5.0
93	O=C(CN1C(=O)NC2(CCCC2)C1=O)N1CCN(S(=O)(=O)c2ccc(Cl)c(C(F)(F)F)c2)CC1	0.1	-0.3	0.0
94	COC(=O)c1cc(NC(=O)COC(=O)CCc2nc3ccccc3c(=O)[nH]2)cc(C(=O)OC)c1	0.7	-0.4	-2.3
95	COc1ccc(CCNC(=O)C(=O)NCC2CCCN2S(=O)(=O)c2cccs2)cc1 (centres undefined)	0.4	-1.6	-3.3
96	CCCCn1nc(C(=O)Nc2ccc(-n3cnnn3)cc2)c2ccccc2c1=O	0.4	-1.3	-2.5

# Some of the compounds tested, so the mix of outcomes need not match the whole.
